PHOSPHO1 inh – blocks human PHOSPHO1 phosphatase activity. Q8TCT1. recombinant PHOSPHO1, absorbance phosphatase assay. inhibition, % at 13.3 µM. hit rate 1.1% among 290,000; in the data active = inhibition above about 60%
Target sequence (Q8TCT1 whole entry, looked up): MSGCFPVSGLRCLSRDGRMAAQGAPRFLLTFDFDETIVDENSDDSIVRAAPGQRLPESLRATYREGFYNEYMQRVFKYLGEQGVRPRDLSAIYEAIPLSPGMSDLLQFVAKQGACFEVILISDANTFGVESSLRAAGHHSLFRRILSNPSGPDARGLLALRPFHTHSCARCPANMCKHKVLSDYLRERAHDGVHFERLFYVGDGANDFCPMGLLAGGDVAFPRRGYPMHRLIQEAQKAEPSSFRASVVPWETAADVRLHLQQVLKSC
HCV NS3 hel inh – HCV NS3 helicase inhibition; NS3 helicase DNA unwinding, Cy5 molecular beacon fluorescence; inhibition, % at 10.9 µM; hit rate 0.56% among 290,000;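 active = inhibition above the mean of all tested compounds plus 3 SD, set per campaign, cut at about 35% in these data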;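 also: 0% = DMSO wells and 100% = thioflavine S control wells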
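System: NS3 helicase fragment of HCV / Schedule: 1 h at 25 °C / Control set: DMSO alone as 0% and 110 µM thioflavine S as 100% / Reagent: Cy5/quencher beacon DNA duplex and ATP to start / Technique: Cy5 fluorescence / Replication: singlicate / Evaluation: % inhibition of end-to-start signal ratio versus controls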
IDE act – IDE (human) activation, cell-based; P14735; HEK cells, FAbeta-B cleavage, fluorescence polarization; 0% vehicle, 100% cell-free pure enzyme wells; activation, % at 5.96 µM; hit rate 0.073% among 340,000;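 active = activation above the mean of all tested compounds plus 3 SD, set per screening campaign, cut at about 17% in these data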
IMP-1 inhibitor – blocks Pseudomonas aeruginosa IMP-1 metallo-beta-lactamase. inhibition, % at 5.6 µM. purified IMP-1, nitrocefin hydrolysis, epi-absorbance fluorescence. hit rate 0.45% among 290,000. AID 1556;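 active = inhibition above the mean plus 3 SD of all compounds in the same screening run, cut at about 4.5% in these data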;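 also: 0% = IMP-1 with DMSO and 100% = DMSO wells lacking enzyme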
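System: purified IMP-1 / Input: IMP-1 dispensed at 0.2 nM / Medium: 50 mM HEPES pH 7.1, 50 µM ZnSO4, 0.05% Brij 35 / Timing: 15 min enzyme–compound preincubation, then 25 min nitrocefin reaction, 25 °C / Technique: plate fluorescence quenching by hydrolysis product, ex 480/em 530 nm / Repeats: singlicate testing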
pCIP destab – compounds decreasing mouse p/CIP protein stability; Q05BA5; F442A p/CIP-EGFP cells, EGFP fluorescence, 16 h; decrease of EGFP signal, % at 10 µM; hit rate 0.01% among 290,000; AID 1984;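 active = EGFP signal decrease of at least 30% at 10 µM or well 3 SD below plate mean, unless failing retest; inactive = the rest, including hits failing retest or dose response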; also: some compounds called inactive have numbers as strong as hits; many of its hits are not listed in these tables
VIM-2 inh – blocks Pseudomonas aeruginosa VIM-2 metallo-beta-lactamase | purified VIM-2, nitrocefin hydrolysis, epi-absorbance fluorescence | hit rate 0.89% among 290,000 | inhibition, % at 5.6 µM;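 active = inhibition above the mean of all tested compounds plus 3 SD, cutoff set per screening run, cut at about 7.5% in these data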;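 also: red hydrolysis product quenches plate fluorescence so inhibitors raise well fluorescence; 0% = enzyme with DMSO and 100% = DMSO without enzyme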
UBC9 SUMO inh – inhibitors of human SUMOylation (UBC9). P63279. HTRF SUMOylation assay, SAE1/SAE2 + UBC9, in vitro. inhibition, % at 35 µM. hit rate 0.36% among 290,000; in the data active = inhibition above about 50%, passing the limit was not always enough; also: strong numbers were not always called active
Target sequence (P63279 whole entry, looked up): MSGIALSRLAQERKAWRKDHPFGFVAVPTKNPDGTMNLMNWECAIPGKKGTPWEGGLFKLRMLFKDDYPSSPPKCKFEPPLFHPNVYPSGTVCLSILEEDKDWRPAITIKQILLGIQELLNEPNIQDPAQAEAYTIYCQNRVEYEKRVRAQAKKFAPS
MEKK3 PB1 HTS – MEKK3-MEK5 PB1 interaction, increase or decrease. hit rate 1.4% among 290,000. binding response (% of control), % at 10 µM. bead-based flow cytometry, Alexa488-MEK5 binding to MEKK3; actives lie on both sides; 0 = blocked by unlabeled MEK5, 100 = vehicle. Q99759. AID 1529;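 active = binding response more than 3 SD above or below the average of its plate-row segment, actives on both sides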;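 also: Alexa488 bead fluorescence after subtracting the streptavidin-only scavenger bead signal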
Target sequence (Q99759 whole entry, looked up): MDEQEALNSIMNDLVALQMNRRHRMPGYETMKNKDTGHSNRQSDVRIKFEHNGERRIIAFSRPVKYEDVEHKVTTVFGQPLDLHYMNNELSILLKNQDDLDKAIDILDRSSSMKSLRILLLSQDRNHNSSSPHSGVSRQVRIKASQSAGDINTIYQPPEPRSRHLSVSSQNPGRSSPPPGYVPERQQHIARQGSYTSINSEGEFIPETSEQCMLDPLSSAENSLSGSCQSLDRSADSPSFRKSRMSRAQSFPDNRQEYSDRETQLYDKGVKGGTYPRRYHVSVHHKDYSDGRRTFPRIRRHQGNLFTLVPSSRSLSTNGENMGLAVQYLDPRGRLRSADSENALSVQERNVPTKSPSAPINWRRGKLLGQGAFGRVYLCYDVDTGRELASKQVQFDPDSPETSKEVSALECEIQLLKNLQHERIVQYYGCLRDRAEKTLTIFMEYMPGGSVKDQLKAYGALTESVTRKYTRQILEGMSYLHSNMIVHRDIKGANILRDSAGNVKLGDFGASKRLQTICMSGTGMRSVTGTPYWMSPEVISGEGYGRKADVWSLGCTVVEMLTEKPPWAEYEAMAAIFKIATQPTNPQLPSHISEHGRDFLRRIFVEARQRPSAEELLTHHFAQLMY
FID counter – counter-screen for HCV NS3 helicase inhibitors: DNA intercalator displacement | DNA fluorescent intercalator displacement, fluorescence | AID 1845 | inhibition, % at 7.9 µM | hit rate 0.17% among 290,000; in the data active = inhibition above about 37%;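 also: 0% = vehicle and 100% = reference compound; higher means more ethidium bromide displaced from hairpin DNA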
Active calls of the source: *; . = no result given; [ ] = another dose, or the depositor's remark. The list is partial; count on the stated rates, not on these rows.

Results follow in this order: pCIP destab	FID counter	HCV NS3 hel inh	IDE act	PHOSPHO1 inh	UBC9 SUMO inh	MEKK3 PB1 HTS	IMP-1 inhibitor	VIM-2 inh
[1] Cc1ccc(NC(=O)COC(=O)/C=C/c2ccc(Br)o2)cc1S(=O)(=O)N(C)C
→ -4	-18	5	0	9	9	.	-0.8	-3.1
[2] NC(=O)c1c(NC(=O)COC(=O)CSc2nnc(-c3ccc(Cl)cc3)o2)sc2c1CCC2
→ -8	-2	13	-3	11	6	111	-1.9	2.5
[3] CCCCN(CCCC)S(=O)(=O)c1ccc(C(=O)Nc2nnc(COC)o2)cc1
→ -4	-44	17	-4	27	14	86	-3.8	-4.0
[4] CCOC(=O)/C(=C/C=C1\Sc2ccccc2N1CC)C(C)=O
→ -81	-22	-3	-146	-1	20	104	3.9	5.0
[5] CCCN(CCC)C(=O)CSc1nc2n[nH]c(C)c2c(=N)n1-c1ccc(OCC)cc1
→ -35	-10	-8	1	23	2	106	-3.3	-3.8
[6] O=C1CCCN1CCCNc1ccc2nnc(CCC(=O)N3CCN(c4ccc(F)cc4)CC3)n2n1
→ -4	-45	-3	1	24	14	97	-0.8	-2.1
[7] CCOc1ccccc1C(=O)NCC(=O)Nc1ccc(-c2ccccc2)cc1
→ 4	-3	4	1	20	-9	104	-4.7	-4.5
[8] CC(=O)c1cccc(NC(=O)c2ccc(NC(=O)CC3SC(N4CCCCC4)=NC3=O)cc2)c1 (stereo not given)
→ 4	-43	5	-4	43	2	102	-2.1	-2.9
[9] CCC(C)c1ccccc1NC(=O)COC(=O)CCc1cc(OC)c(OC)c(OC)c1 (stereo not given)
→ 4	-41	3	4	6	-6	108	-1.9	-1.6
[10] CCOc1cccc(C(=O)Nc2ccc(N3CCN(S(C)(=O)=O)CC3)cc2)c1
→ -2	-1	1	-2	0	6	109	-3.8	-3.1
[11] O=C(Nc1ccc(Oc2ccccc2)nc1)C1CCN(Cc2ccco2)CC1
→ -14	6	-2	-1	36	10	105	-1.2	-1.6
[12] Cn1c(SCc2ccc(Br)cc2)nc2ccccc2c1=O
→ -14	-10	-2	6	19	9	106	0.0	0.4
[13] CN(C)c1ccc(C(=O)c2ccc(O)cc2O)cc1
→ 8	-3	-8	0	-4	12	121	-3.3	-0.4
[14] CC[n+]1c(/C=C/N(C)c2ccccc2)oc2ccccc21
→ -86	3	1	1	-6	14	72*[inhibitor]	-4.0	1.9
[15] CCc1nc2nc(C)c(NS(=O)(=O)c3ccc4c(c3)CCCC4)c(=O)n2[nH]1
→ 6	-22	-2	4	36	24	101	-1.3	-0.2

Going on with the list:
Results follow in this order: pCIP destab	FID counter	HCV NS3 hel inh	IDE act	PHOSPHO1 inh	UBC9 SUMO inh	MEKK3 PB1 HTS	IMP-1 inhibitor	VIM-2 inh
[16] COC(=O)CSc1nc(C)c(C)c(C)c1C(N)=O
→ 4	3	4	-4	62*	12	99	-2.7	-1.2
[17] CSCCC(NC(=O)c1ccc(C(C)(C)C)cc1)C(=O)O (stereo not given)
→ -6	-25	2	0	20	9	.	-0.2	0.5
[18] O=C(C1CCC1)N1CCN(c2ccc(Cl)cc2)CC1
→ 4	-13	12	4	29	4	98	-2.1	-1.6
[19] Cc1ccc(CSCCNC(=O)c2ccc(Cl)c(S(=O)(=O)N3CCOCC3)c2)cc1
→ -12	-24	-9	-7	-5	1	107	-0.3	0.8
[20] N#CC1=C(N)Oc2cc3ccccc3cc2C1c1cccnc1 (stereo not given)
→ -16	-11	-5	-1	-7	25	107	-1.9	1.1
[21] Cc1nc2sc(C(c3cccs3)N3CCN(C(=O)c4ccco4)CC3)c(O)n2n1 (stereo not given)
→ -5	-9	8	-1	22	-8	101	-4.0	-0.6
[22] O=C(c1ccc2c(c1)C(=O)N(Cc1ccco1)C2O)N1CCOCC1 (stereo not given)
→ -5	-10	9	-1	-5	-1	102	-3.9	-4.2
[23] COc1cccc(CNC(=O)CCCC(=O)Nc2cccc([N+](=O)[O-])c2)c1
→ -1	-2	2	3	44	4	110	-2.2	-0.7
[24] CC(C)Oc1cccc(C(=O)NC(=S)Nc2ccccc2)c1
→ -14	-6	0	3	-9	9	90	-0.8	-2.9
[25] COc1ccc2c(C(F)(F)F)cc(=O)oc2c1C
→ 6	1	-4	4	8	6	104	-3.8	-1.9
[26] COC(=O)CSc1nc(C2CC2)nc2ccccc12
→ -4	-3	4	2	2	12	103	-1.6	1.2
[27] CCN(C1CCCCC1)S(=O)(=O)c1cc(C)ccc1OC
→ 0	-26	-1	4	2	3	100	0.0	-0.8
[28] C/C(N)=C(/C#N)C(=O)COC(=O)c1ccccc1C(=O)c1ccc(C)cc1
→ -5	-18	-11	5	36	3	104	-2.5	-1.9
[29] N#C/C(=C/c1ccc(Sc2nc3ccccc3[nH]2)o1)c1ccccc1F
→ 8	-7	-4	3	3	-15	88	-2.9	-3.1
[30] Cc1cccc(C)c1Nc1ncnc2ccccc12
→ 3	2	3	3	26	-5	99	-2.1	-1.9

(continued)
Results follow in this order: pCIP destab	FID counter	HCV NS3 hel inh	IDE act	PHOSPHO1 inh	UBC9 SUMO inh	MEKK3 PB1 HTS	IMP-1 inhibitor	VIM-2 inh
[31] C=C(C)Cn1c(SCC(=O)O)nnc1-c1ccc(OC)cc1
→ 0	-3	-9	-1	23	23	95	-2.8	-4.1
[32] CCN(CC)C(=O)Cn1cc(C(=O)C(=O)NCCc2ccc(S(N)(=O)=O)cc2)c2ccccc21
→ 9	-21	-14	1	-5	2	.	-4.2	-2.9
[33] CC(=O)C1=C(O)C(=O)N(CCc2c[nH]c3ccccc23)C1c1ccc(C)cc1 (stereo not given)
→ -9	-43	28	-2	27	4	97	-2.9	-5.4
[34] CCC1=NN(C(=O)c2ccc(Br)cc2)C(O)(c2ccccc2)C1 (stereo not given)
→ -1	1	4	2	-5	-6	94	-2.6	-2.2
[35] Cc1nc2ccc(NC(=O)c3c(-c4ccccc4)noc3C)cc2s1
→ -8	-11	-1	-1	7	0	98	-5.1	-2.9
[36] COc1ccc(C2(CNC(=O)c3cccc([N+](=O)[O-])c3)CCCCC2)cc1OC
→ 1	-5	-8	5	-15	-8	106	-1.0	1.4
[37] CC1=C(C(=O)OCCNC(=O)c2cccnc2)C(c2cccc([N+](=O)[O-])c2)C(C(=O)OCCN(C)C)=C(C)N1 (stereo not given)
→ -8	5	2	2	2	10	97	-1.9	-5.5
[38] CCCS(=O)(=O)c1ccc(COC(=O)c2cccc(NC(=O)C(C)C)c2)cc1
→ -4	-25	-4	8	13	6	102	-2.4	-0.3
[39] COc1cccc(C2c3[nH]c4ccccc4c3CCN2Cc2cnc(C)s2)c1OC (stereo not given)
→ -4	-1	3	2	6	-8	101	-2.5	-2.8
[40] Cc1c(N/N=C(\C#N)C(=O)c2ccc(Cl)cc2)c(=O)n(-c2ccccc2)n1C
→ -9	-22	19	7	3	-26	101	-1.9	-4.5
[41] CC(C)(C)c1ccc(S(=O)(=O)N(CCCN2CCOCC2)Cc2cccs2)cc1
→ -11	27	-70	-2	-5	-13	84	0.7	-0.6
[42] CCOC(=O)c1ccccc1NC(=O)CSc1nc2ccccc2n1CC(=O)N1CCCC1
→ -10	-40	-1	0	-60	-12	104	0.3	2.6
[43] Cc1ccc2c(c1)OC(c1ccc3c(c1)OCCO3)CC2=O (stereo not given)
→ 5	-23	2	3	24	-21	104	-2.2	-1.1
[44] CCOC(=O)c1cccc(NC(=O)COC)c1
→ -1	-6	-4	7	-3	22	101	-2.5	1.0
[45] Cc1cc(C)cc(Nc2nc3ccc(C)cc3n3cnnc23)c1
→ -11	-4	-9	0	-1	5	102	-3.5	7.6

Laid out differently: entries from further up
(28) C/C(N)=C(/C#N)C(=O)COC(=O)c1ccccc1C(=O)c1ccc(C)cc1
  pCIP destab: -5	FID counter: -18	HCV NS3 hel inh: -11	IDE act: 5	PHOSPHO1 inh: 36	UBC9 SUMO inh: 3	MEKK3 PB1 HTS: 104	IMP-1 inhibitor: -2.5	VIM-2 inh: -1.9
(2) NC(=O)c1c(NC(=O)COC(=O)CSc2nnc(-c3ccc(Cl)cc3)o2)sc2c1CCC2
  pCIP destab: -8	FID counter: -2	HCV NS3 hel inh: 13	IDE act: -3	PHOSPHO1 inh: 11	UBC9 SUMO inh: 6	MEKK3 PB1 HTS: 111	IMP-1 inhibitor: -1.9	VIM-2 inh: 2.5
(18) O=C(C1CCC1)N1CCN(c2ccc(Cl)cc2)CC1
  pCIP destab: 4	FID counter: -13	HCV NS3 hel inh: 12	IDE act: 4	PHOSPHO1 inh: 29	UBC9 SUMO inh: 4	MEKK3 PB1 HTS: 98	IMP-1 inhibitor: -2.1	VIM-2 inh: -1.6

Following part:
Results follow in this order: pCIP destab	FID counter	HCV NS3 hel inh	IDE act	PHOSPHO1 inh	UBC9 SUMO inh	MEKK3 PB1 HTS	IMP-1 inhibitor	VIM-2 inh
[46] C#CCOc1ccc2c3c(c(=O)oc2c1)CCCC3
→ -16	-15	8	-5	3	12	104	-1.4	7.0
[47] CCC(C)[C@@H](NC(=O)OC(C)(C)C)c1nnc(S(=O)(=O)Cc2cccc(C)c2)o1 (stereo not given in full)
→ -24	-31	-7	-3	-12	7	104	-3.3	-2.6
[48] COc1ccccc1-c1cc(C(=O)NCc2ccc(F)cc2)no1
→ -3	-11	-17	8	2	3	98	0.7	-2.0
[49] CNC(=S)N/N=C/c1ccc(N(C)C)cc1
→ 6	2	12	4	61*	-2	101	-2.3	0.4
[50] COC(=O)CNC(=O)C12CC3(C)CC(C)(CC(C)(C3)C1)C2
→ -6	-16	2	2	42	1	98	-1.7	-2.5
[51] Cc1cccc(CCNS(=O)(=O)c2cnc[nH]2)c1
→ -2	1	-3	3	-10	9	109	-4.8	-3.9
[52] CC(C)c1onc(C(=O)N2CCN(c3ccc(F)cc3)CC2)c1[N+](=O)[O-]
→ -13	-22	-8	1	21	12	103	-2.5	-1.7
[53] CC(=O)Nc1ccc2c(c1)CCCN2C(=O)c1ccccc1
→ -9	-4	-1	-2	2	-13	103	-0.9	-2.3
[54] CCN(C(=O)COC(=O)c1ccc(COc2ccc3c(C)cc(=O)oc3c2)cc1)C1CCS(=O)(=O)C1 (stereo not given)
→ -6	-26	-30	-10	12	6	94	-2.5	0.6
[55] COc1ccc(N(CC(=O)NC2CCCC2)C(=O)CCC(=O)Nc2nc(C)cs2)cc1OC
→ 0	-40	0	-6	31	6	103	-2.2	-2.3
[56] CCCCc1nnc(NC(=O)CSc2nc(O)c(Cc3ccccc3)c(=O)[nH]2)s1
→ -5	-2	10	11	15	-18	108	-1.2	-1.9
[57] CCCOc1ccc(-c2c(C(=O)N/N=C/c3cccs3)nnn2-c2nonc2N)cc1
→ -4	-9	-11	-2	53	.	101	-2.3	-3.9

Screening data deposited in PubChem BioAssay by several laboratories.
